LYPLA2 inh: LYPLA2 (human) inhibition in PME1 counter-screen; recombinant LYPLA2, FP-Rh probe fluorescence polarization; inhibition, % at 5.9 µM; hit rate 0.38% among 320,000;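 active = inhibition above the screen-wide mean plus 3 SD, limit set per campaign, cut at about 26% in these data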;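 note: 0% = LYPLA2 with DMSO and 100% = wells lacking LYPLA2 enzyme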
Target sequence (O95372 whole entry, looked up): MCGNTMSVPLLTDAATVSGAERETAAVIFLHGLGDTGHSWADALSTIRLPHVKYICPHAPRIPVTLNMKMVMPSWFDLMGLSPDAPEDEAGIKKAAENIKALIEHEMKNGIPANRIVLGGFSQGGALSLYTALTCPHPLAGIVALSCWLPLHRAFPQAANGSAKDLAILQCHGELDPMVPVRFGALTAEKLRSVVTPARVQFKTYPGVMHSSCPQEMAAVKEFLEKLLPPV
PAFAH1B2 inh: blocks human PAF acetylhydrolase 1b catalytic subunit 2 | P68402 | recombinant PAFAH1B2, FP-rhodamine activity probe, fluorescence polarization | inhibition, % at 3.39 µM | hit rate 1.2% among 340,000;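 active = inhibition above the mean of all tested compounds plus 3 SD, cut at about 24% in these data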;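 note: 0% = enzyme with DMSO and 100% = wells lacking PAFAH1B2; many of its hits are not listed in these tables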
Target sequence (P68402 whole entry, looked up): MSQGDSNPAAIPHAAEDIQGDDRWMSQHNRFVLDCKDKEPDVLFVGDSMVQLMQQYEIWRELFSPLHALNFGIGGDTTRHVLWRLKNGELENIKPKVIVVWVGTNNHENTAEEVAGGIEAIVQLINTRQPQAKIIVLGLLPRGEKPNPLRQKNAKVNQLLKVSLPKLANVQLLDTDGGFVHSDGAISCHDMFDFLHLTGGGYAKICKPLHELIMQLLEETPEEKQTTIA
pPAFAH inh: pPAFAH (human) enzyme inhibition; recombinant pPAFAH, FP-rhodamine probe fluorescence polarization; inhibition, % at 3.39 µM; hit rate 1.5% among 330,000;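 active = inhibition above the mean inhibition across the screen plus 3 SD, cut at about 25% in these data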;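 note: inhibitors block binding of the rhodamine activity-based probe so polarization drops; 0% = enzyme with DMSO and 100% = wells lacking pPAFAH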
Target sequence (Q13093 whole entry, looked up): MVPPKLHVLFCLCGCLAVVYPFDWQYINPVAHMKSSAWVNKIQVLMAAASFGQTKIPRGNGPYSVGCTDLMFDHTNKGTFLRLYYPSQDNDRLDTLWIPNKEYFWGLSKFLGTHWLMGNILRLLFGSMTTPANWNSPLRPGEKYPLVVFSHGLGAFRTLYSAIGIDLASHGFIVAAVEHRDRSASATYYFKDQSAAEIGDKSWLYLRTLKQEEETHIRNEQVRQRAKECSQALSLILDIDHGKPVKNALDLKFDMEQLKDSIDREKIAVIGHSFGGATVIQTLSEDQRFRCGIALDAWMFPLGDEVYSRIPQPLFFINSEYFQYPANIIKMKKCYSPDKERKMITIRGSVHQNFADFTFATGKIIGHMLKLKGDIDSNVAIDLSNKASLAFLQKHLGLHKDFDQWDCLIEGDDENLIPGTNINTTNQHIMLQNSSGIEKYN
EBNA-1 inh: blocks EBNA-1 binding to DNA | EBNA-1 DNA binding, fluorescence polarization | hit rate 0.34% among 300,000 | inhibition, % at 14.8 µM | AID 1950; in the data active = inhibition above about 28%
ZTA counter: blocks Epstein-Barr virus ZTA, an EBNA-1 counter-screen. P03206. hit rate 0.15% among 320,000. inhibition, % at 11 µM. ZTA-DNA binding, fluorescence polarization; in the data active = inhibition above about 33%
PREPL inhibitor: inhibitors of human prolyl oligopeptidase-like enzyme PREPL | Q4J6C6 | recombinant PREPL, fluorescence polarization activity-based probe | inhibition, % at 5.96 µM | hit rate 0.68% among 320,000 | AID 2751; in the data active = inhibition above about 43%;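 note: 0% = enzyme with DMSO and 100% = wells lacking enzyme; many of its hits are not listed in these tables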
PAFAH2 FP inh: inhibitors of human PAFAH2. Q99487. recombinant PAFAH2, FP-rhodamine activity probe, fluorescence polarization. inhibition, % at 3.39 µM. hit rate 0.99% among 340,000. AID 492956;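 active = inhibition above the mean over all tested compounds plus 3 SD, cut at about 30% in these data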;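 note: inhibitors block probe labeling of enzyme so polarization drops; 0% = enzyme with DMSO and 100% = wells lacking PAFAH2 protein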
LYPLA1 inh: counter-screen for PME1 inhibitors: inhibitors of human LYPLA1. O75608. recombinant LYPLA1, FP-Rh probe fluorescence polarization. inhibition, % at 5.9 µM. hit rate 0.16% among 320,000. AID 2174;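 active = inhibition above the mean of all tested compounds plus 3 SD, set per campaign, cut at about 14% in these data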;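 note: inhibitors block serine hydrolase probe labeling of LYPLA1 so polarization falls; 0% = enzyme with DMSO and 100% = wells lacking LYPLA1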
PAFAH1B3 FP inh: PAFAH1B3 (human) inhibition. Q15102. inhibition, % at 3.39 µM. recombinant PAFAH1B3, FP-rhodamine probe, fluorescence polarization. hit rate 0.28% among 340,000;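 active = inhibition above the screen-wide average of all tested compounds plus 3 SD, cut at about 25% in these data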;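 note: 0% = enzyme with DMSO only and 100% = wells lacking PAFAH1B3 protein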
Numbers without * were called inactive; . = not tested or not shown. An excerpt. The share of hits here may be higher or lower than overall.

Start of the listing, in advance, 2 compounds:
entry	structure	LYPLA2 inh	PAFAH1B2 inh	pPAFAH inh	EBNA-1 inh	ZTA counter	PREPL inhibitor	PAFAH2 FP inh	LYPLA1 inh	PAFAH1B3 FP inh
1	CCC(CO)Oc1cc(NCc2ccc(O)cc2)c2ncn(C(C)C)c2c1 (configuration not stated)	.	11.2	1.9	.	.	16.8	1.7	.	7.6
2	CSc1nnc(-c2ccccc2N=Cc2c(C)[nH]n(-c3ccc4ccccc4c3)c2=O)c(=O)[nH]1	2.5	10.8	8.7	-0.5	-2.0	13.8	22.5	-0.4	8.3

The whole of this part (from the top)
entry	structure	LYPLA2 inh	PAFAH1B2 inh	pPAFAH inh	EBNA-1 inh	ZTA counter	PREPL inhibitor	PAFAH2 FP inh	LYPLA1 inh	PAFAH1B3 FP inh
1	CCC(CO)Oc1cc(NCc2ccc(O)cc2)c2ncn(C(C)C)c2c1 (configuration not stated)	.	11.2	1.9	.	.	16.8	1.7	.	7.6
2	CSc1nnc(-c2ccccc2N=Cc2c(C)[nH]n(-c3ccc4ccccc4c3)c2=O)c(=O)[nH]1	2.5	10.8	8.7	-0.5	-2.0	13.8	22.5	-0.4	8.3
3	O=C(CSC(=S)N1CCSCC1)c1ccc(Cl)cc1	6.6	14.8	4.5	3.9	18.8	14.1	3.9	-3.4	2.3
4	Cc1cc(C)cc(C(=O)N(CCc2ccccc2)C2CC3CCC(C2)N3C)c1 (configuration not stated)	12.0	2.7	0.0	-4.6	1.4	1.3	8.4	5.0	0.5
5	CC(O)C(O)C(O)C(O)C1NCCS1 (configuration not stated)	-3.7	5.8	-1.5	-18.2	-10.6	-0.2	-1.9	0.5	1.4
6	CC1C(=O)N2CCCc3cc(S(=O)(=O)N4CCN(c5cccc(Cl)c5)CC4)cc1c32 (configuration not stated)	1.6	2.9	8.2	-0.4	-1.5	-16.4	2.2	0.8	-3.0
7	COc1cc(C(=O)N2CCN(S(=O)(=O)c3ccc(F)cc3)CC2)cc(OC)c1OC	3.9	0.1	-2.5	11.2	-8.7	15.7	6.5	1.7	6.7
8	O=C(/C=C\NCC(=O)c1ccccc1)c1ccc(F)cc1	-4.5	7.7	-0.4	-0.1	-5.8	-0.6	-1.1	0.2	2.9
9	Brc1ccc(OCc2nc3ccccc3[nH]2)cc1	-0.2	12.4	3.6	1.8	4.9	9.8	0.1	-4.8	6.1
10	O=C(Nc1ncccc1O)c1ccc(S(=O)(=O)Nc2ccccc2)cc1	1.2	4.3	6.5	-15.1	1.4	-5.5	4.2	0.4	5.2
11	Clc1ccc2[nH]c3c(NCCCN4CCOCC4)ncnc3c2c1	-3.3	11.7	7.5	-10.3	1.3	25.0	1.4	-4.2	3.3
12	CSCCC(NS(=O)(=O)c1ccccc1F)C(=O)NNC(=O)c1csc(N2CCOCC2)n1 (configuration not stated)	1.3	6.7	-2.4	-1.6	1.0	4.2	-0.3	0.8	7.5
13	O=C(Nc1cccc2c1CCCC2)c1cccc(F)c1	3.9	0.5	3.0	4.6	9.0	-1.5	7.8	2.8	8.9
14	O=C(CNc1cccc(Cl)c1)c1ccc(Br)cc1	-4.8	6.5	-3.5	-10.2	10.5	10.1	-1.1	-1.6	11.8
15	Cc1ccc(S(=O)(=O)NC(CC(C)C)C(=O)NCC(C)(C)N2CCOCC2)cc1 (configuration not stated)	3.6	2.4	0.6	2.4	-3.3	-1.1	-6.0	-0.7	5.9
16	COc1ccc(S(=O)(=O)Nc2cccc(S(=O)(=O)N3CCCCC3)c2)cc1	.	10.5	-1.9	.	.	13.3	-8.1	.	-2.0
17	COc1ccc(C(=O)NC(=S)Nc2ccc(NC(=O)c3ccco3)cc2)cc1[N+](=O)[O-]	5.6	-2.8	2.5	10.3	5.1	-0.1	12.4	-0.7	-4.0
18	CCN(c1ccccc1)S(=O)(=O)c1ccc(Oc2ccccc2C(C)=O)nc1	.	5.0	-2.4	.	.	10.9	8.1	.	3.6
19	CCN(CC)S(=O)(=O)c1ccc(NS(=O)(=O)CC23CCC(CC2=O)C3(C)C)cc1 (configuration not stated)	5.2	10.4	-0.8	9.3	-7.5	15.4	1.7	4.1	11.5
20	COCCN1CCn2c(nc3cc(NC(=O)c4cccs4)ccc32)C1	-8.7	-5.5	3.7	6.3	-16.8	7.0	5.9	-7.4	6.4
21	CCCn1nnnc1SCC(=O)N1CCOCC1	-0.9	4.3	-6.8	-7.4	-2.7	5.2	-2.5	3.1	3.1
22	CCOC(=O)N1CCN(S(=O)(=O)c2ccc3[nH]cc(C(=O)O)c(=O)c3c2)CC1	6.6	-0.7	1.9	5.8	1.9	17.4	0.8	-0.2	6.0
23	Cc1ccc(CN2CCS(=O)(=O)CC2)cc1	0.4	0.1	-4.7	-6.9	-13.1	9.6	-3.5	-0.4	3.7
24	Cc1c(C(=O)N2CCCC2)sc(NC(=O)c2cccc(Cl)c2)c1C#N	1.5	0.5	-0.3	-7.2	8.9	16.4	10.8	1.2	-1.2
25	COc1ccc(/C=C/C(=O)NCCNC(=O)c2ccccc2)cc1OC	-2.5	5.3	5.1	-0.1	17.5	0.8	1.5	-0.4	5.9
26	CC(C)(C)c1ccc(C(=O)CC(Sc2ccc(Cl)cc2)C(=O)O)cc1 (configuration not stated)	-2.1	83.4*	3.0	2.3	1.4	-2.7	39.5*	2.8	1.2
27	COc1cc(/C=C2\SC(=O)N(CCNC(=O)c3sc4cc(F)ccc4c3Cl)C2=O)cc(OC)c1OC	0.5	0.4	1.7	-8.1	-10.8	-13.9	1.5	-0.5	-3.9
28	Cc1nc2ccc(C(=O)N3CCN(c4ccccn4)CC3)cc2s1	2.1	-4.0	3.1	-7.2	-3.5	14.3	0.1	0.4	6.6
29	COc1cc(/C=N/NC(=O)Cc2nnc(NC(=O)c3ccccc3)s2)ccc1O	5.2	6.9	7.1	5.0	-4.2	4.8	5.1	-1.8	14.6
30	CCCC(=O)Nc1ccccc1NC(=O)c1ccc(OCC)cc1	-0.6	0.3	1.4	3.9	-2.1	3.6	-1.2	3.3	-1.7
31	CC(NS(=O)(=O)c1ccc(NC(=O)N2CCCCC2)cc1)c1ccccc1 (configuration not stated)	-1.8	7.8	0.1	5.8	-2.3	-0.1	2.7	-2.7	-4.2
32	CC(Sc1nnc2c(n1)C1CCC2(C)C1(C)C)C(=O)Nc1ccccc1 (configuration not stated)	5.6	6.1	4.0	-0.9	-15.4	2.8	-5.5	-2.0	5.7
33	CCCCN(C)CCCNC(=O)/C=C1\Sc2ccccc2NC1=O	1.4	5.8	5.0	7.3	1.6	4.5	-0.6	0.2	8.5
34	COc1ccccc1CNC(=O)C1CCN(S(=O)(=O)c2ccc3c(c2)CC(C)N3C(=O)C2CC2)CC1 (configuration not stated)	14.5	-4.3	6.9	-4.9	4.2	8.7	5.8	1.0	4.1
35	O=C(CSCC(=O)NCc1ccco1)NCc1ccco1	2.0	1.6	-2.7	-9.2	2.7	3.3	-2.7	0.2	-4.1
36	Cc1cnc(=O)[nH]c1SCc1cccc(C(F)(F)F)c1	11.8	6.8	3.1	-1.4	-2.8	-9.5	2.3	0.7	4.6
37	COc1ccc(NC(=O)Cc2nnc(SCC(=O)NC3=NCCS3)n2C)cc1	3.5	2.0	3.2	5.8	10.2	-3.0	-5.6	-2.6	3.9
38	Cc1cc2nsnc2c(S(=O)(=O)N2CCN(C)CC2)c1C	4.3	6.3	-5.0	-14.2	-3.4	-4.8	1.2	1.3	-3.3
39	Cn1nnnc1SCC(=O)N1c2ccccc2Sc2ccc(Cl)cc21	-5.7	2.0	1.8	0.2	-5.3	-6.9	9.9	-3.1	3.2
40	CCCn1c(SCc2nc3ccccc3s2)n[nH]c1=O	5.6	7.1	2.6	13.2	-0.7	-5.0	-10.5	-3.9	-2.5
41	Cc1cc(C)cc(C(=O)NC(CC(N)=O)c2ccc(N3CCC(Br)CC3)c([N+](=O)[O-])c2)c1 (configuration not stated)	-3.3	0.8	3.7	11.6	-3.9	4.5	-0.9	-4.2	12.8
42	O=C(O)CCC(=O)N1N=C(c2c(-c3ccccc3)c3cc(Cl)ccc3[nH]c2=O)CC1c1ccco1 (configuration not stated)	0.3	2.3	2.5	-5.5	-2.5	8.1	1.0	1.3	6.4
43	O=C(NCC1CCCO1)c1ccc(Cl)c(S(=O)(=O)N2CCOCC2)c1 (configuration not stated)	-0.4	-2.1	-3.4	5.2	3.1	14.6	-11.5	-2.7	-1.0
44	COc1ccc(NC(=O)NC23CC4CC(CC(C4)C2)C3)cc1OC	-7.6	8.6	7.0	-7.9	10.5	4.3	14.8	-1.2	1.0
45	CN1CCN(S(=O)(=O)c2ccc(N(C)Cc3ccc(OC(F)F)cc3)c([N+](=O)[O-])c2)CC1	9.5	14.9	6.1	-6.7	0.9	35.1	3.0	0.9	0.8
46	CC1CN(C(=O)CCC(=O)NCc2ccc(F)cc2)c2ccccc2S1 (configuration not stated)	-1.0	10.7	-4.5	-14.2	7.0	-9.6	3.0	0.4	-0.1
47	COc1ccc(NC(=S)N(CCN2CCOCC2)C2CCN(C(C)=O)CC2)cc1Cl	-0.6	4.3	0.2	4.3	-18.5	-5.8	1.5	-1.3	-5.2
48	CN(C(=O)c1ccc2c(c1)OCO2)C1(C(=O)NC2CCCCC2)CCCCC1	-5.6	6.7	-11.1	-7.5	-20.3	-35.3	0.4	0.1	10.3
49	CC1(C)CCC[C@]2(C)[C@H]3CC(=O)O[C@]3(C)CC[C@@H]12	-2.3	10.6	-4.4	-4.9	-1.1	-15.3	6.6	2.7	4.5
50	O=C(CSc1ccccc1)Nc1ccc(S(=O)(=O)Nc2ncccn2)cc1	5.5	6.1	9.6	3.2	-0.8	-5.3	8.4	0.9	4.3

The listing continues:
entry	structure	LYPLA2 inh	PAFAH1B2 inh	pPAFAH inh	EBNA-1 inh	ZTA counter	PREPL inhibitor	PAFAH2 FP inh	LYPLA1 inh	PAFAH1B3 FP inh
51	COc1cc(C2NC(=S)NC(c3ccccc3)=C2C(C)=O)cc(Br)c1OCC(N)=O (configuration not stated)	-5.8	-0.6	6.2	9.5	22.4	3.7	-5.7	-3.4	9.4
52	COc1ccc(NC(=O)CSc2nnc(N)s2)cc1	-0.8	3.5	2.5	-11.2	0.3	3.1	-3.2	-1.1	1.6
53	Cc1cc(C)c2nc(C)cc(Nc3ccc(C(=O)N4CCOCC4)cc3)c2c1	-8.9	-1.5	-5.5	-5.3	-6.1	-0.8	-2.6	-1.9	3.4
54	COc1ccc(NC(=O)CN2C(=O)COc3ccc(S(=O)(=O)N4CCCCC4)cc32)cc1OC	3.9	2.1	0.7	-20.6	-7.5	1.9	6.0	1.9	7.7
55	N=c1c2c(n(Cc3ccc([N+](=O)[O-])cc3)c3c1CCC3)CCCC2	15.9	-2.6	3.0	-10.5	-12.8	23.1	-4.7	3.8	6.2
56	CCC(=O)N1Cc2ccccc2-c2ccccc2C1=O	3.6	.	1.6	-2.1	1.5	0.6	.	-2.4	.
57	CSc1nc(-c2ccco2)nn1C(=O)c1ccc(C)cc1	3.6	-0.7	0.2	8.2	-17.3	12.4	-0.6	2.9	8.5
58	O=C(Nc1ccccc1)Nc1nc2ccccc2s1	-11.9	-3.8	-7.3	7.4	-13.2	-4.8	-2.3	-4.7	-2.6
59	Cc1nc(SCC(=O)Nc2cc(Cl)ccc2[N+](=O)[O-])nc(C)c1C	3.3	1.7	5.8	-7.6	-16.7	5.2	7.4	0.7	-1.0
60	Cc1cc2ccccc2nc1SCC(=O)NC1CCCCC1	-1.3	10.6	10.9	13.0	4.2	2.8	-1.4	1.4	8.5
61	O=C(N/N=C/C=C/c1ccccc1)c1n[nH]c2c1CCC2	-10.9	9.4	-3.6	13.2	14.3	12.8	-4.2	-2.8	9.1
62	O=C(Cn1cnc2ccccc2c1=O)NNC(=O)c1ccccc1F	.	1.3	3.5	.	.	10.0	-0.3	.	3.2

High-throughput results as filed in PubChem BioAssay.
